Bioassay records: PubChem, The Scripps Research Institute Molecular Screening Center
CHRM1 antagonist – human CHRM1 antagonism; P11229; CHO-K1 hM1, Fluo-8 calcium fluorescence, ACh EC80 antagonist; inhibition, % at 3 µM; 1.3% of 360,000 active;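 active means percent inhibition above its own plate's cutoff, namely the mean of that plate's compound wells plus 3 SD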;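 further: peak over basal fluorescence ratio during 140 s after agonist addition; 0% = ACh EC80 plus DMSO and 100% = DMSO alone without agonist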
CHO-K1 Ca PAM – counter-screen for M1 PAMs: effect in parental CHO-K1 cells. ATP EC20, Fluo-8 calcium fluorescence; 0% at ATP EC20, 100% at ATP max. activation, % at 3 µM. 0.02% of 360,000 active. AID 602247;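 active means activation above the run cutoff, the mean activation of all test compounds plus 3 SD, cut at about 40% in these data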;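 further: peak over basal fluorescence ratio in a 140 s read after ATP addition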
CHO-K1 Ca antag – nonselective inhibitor or artifact in parental CHO-K1 cells. AID 602250. inhibition, % at 3 µM. ATP-induced calcium, Fluo-8 fluorescence. 0.6% of 360,000 active;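 active means inhibition above a per-plate cutoff, the plate's mean sample inhibition plus 3 SD, cut at about 24% in these data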;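 further: 0% = DMSO plus EC80 ATP and 100% = DMSO alone without ATP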
M1 ag parental – M1 agonist counterscreen hit in parental CHO-K1 cells; 0.48% of 360,000 active; Fluo-8 calcium fluorescence; scaled to maximal ATP response, vehicle zero; activation, % at 3 µM; in the data active means activation above about 15%;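 further: untransfected CHO-K1 host cells lacking M1 receptor as counterscreen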
TAAR1 agonist – human TAAR1 agonism | 0.99% of 360,000 active | CHO RD-HGA16 TAAR1, Fluo-8 calcium fluorescence; vehicle wells 0%, saturating PEA agonist 100% | activation, % at 3 µM | AID 624467;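 active means activation above the mean activation of all test compounds in the run plus 3 SD, cut at about 38% in these data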
Target sequence (Q96RJ0 whole entry, looked up): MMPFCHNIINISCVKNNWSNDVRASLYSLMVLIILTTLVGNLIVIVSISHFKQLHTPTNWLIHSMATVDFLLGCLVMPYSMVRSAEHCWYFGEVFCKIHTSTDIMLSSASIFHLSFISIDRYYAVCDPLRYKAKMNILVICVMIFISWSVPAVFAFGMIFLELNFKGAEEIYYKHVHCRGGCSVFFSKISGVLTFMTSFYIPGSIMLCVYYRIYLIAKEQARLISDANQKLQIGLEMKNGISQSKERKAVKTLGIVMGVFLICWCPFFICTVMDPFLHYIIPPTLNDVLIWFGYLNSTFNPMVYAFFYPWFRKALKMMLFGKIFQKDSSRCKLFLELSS
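System: CHO-derived RD-HGA16 cells with stable Gα16 and human TAAR1 / Times: 17-24 h plating, Fluo-8 75 min 37 °C, 30 min RT / Technique: calcium-sensitive Fluo-8 signal, excitation 470-495, emission 515-575 nm / Measure: % activation relative to PEA EC100 response / Benchmarks: DMSO and PEA EC100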
CHO parental Ca – counter-screen for OX1R antagonists: effect in parental CHO cells; 0.63% of 330,000 active; parental CHO-K1, ATP-induced calcium, Fluo-8 fluorescence; AID 463079; inhibition, % at 5.6 µM;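 active means inhibition above that plate's mean sample inhibition plus 3 SD, cut at about 26% in these data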;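 further: 0% = ATP-challenged DMSO wells and 100% = DMSO wells without ATP; some compounds past the cut are filed as inactive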
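Material: parental CHO cells / Compound: single nominal dose of 5.6 µM per compound / Signal: Fluo-8 fluorescence / Replicates: singlicate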
M1 ag – activates human CHRM1 receptor. P11229. CHO-K1 hM1, Fluo-8 calcium fluorescence, agonist mode; 0% DMSO, 100% acetylcholine EC100. activation, % at 3 µM. 0.33% of 360,000 active. AID 588814;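 active means activation above the run's mean compound activation plus 3 SD, cut at about 16% in these data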;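 further: peak over basal fluorescence ratio within a 140 s kinetic read after compound addition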
TAAR1 antag – human TAAR1 antagonism; inhibition, % at 3 µM; 1.5% of 360,000 active; Q96RJ0; CHO RD-HGA16 TAAR1, Fluo-8 calcium fluorescence, antagonist;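 active means inhibition above a per-plate cutoff, the mean inhibition of test compounds on that plate plus 3 SD, cut at about 49% in these data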;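 further: 0% = DMSO plus EC80 beta-PEA response and 100% = DMSO alone without agonist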
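test system = CHO RD-HGA16 cells bearing hTAAR1 | replication = singlicate | controls = DMSO-only wells and EC80 β-PEA-stimulated wells | reagent = EC80 β-phenethylamine stimulus | read-out basis = percent inhibition of PEA-evoked calcium signal, max/basal emission ratio | schedule = seeding 17-24 h prior, 75-min 37 °C, 30-min RT dye loading | signal = kinetic Fluo-8 calcium fluorescence measurement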
OXTR potentiate – potentiates the human oxytocin receptor response. CHO-OTR cells, Fluo-8 calcium fluorescence, potentiator mode; 0% = oxytocin EC15, 100% = EC100. activation, % at 3 µM. 0.061% of 320,000 active. AID 2445;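 active means activation above that plate's cutoff, the mean activation of tested compounds plus 3 SD, cut at about 6.6% in these data, passing the limit was not always enough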;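 further: 100% uses oxytocin at 75 nM as the full agonist control; some results filed as inactive read as strong as hits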
Target sequence (P30559 whole entry, looked up): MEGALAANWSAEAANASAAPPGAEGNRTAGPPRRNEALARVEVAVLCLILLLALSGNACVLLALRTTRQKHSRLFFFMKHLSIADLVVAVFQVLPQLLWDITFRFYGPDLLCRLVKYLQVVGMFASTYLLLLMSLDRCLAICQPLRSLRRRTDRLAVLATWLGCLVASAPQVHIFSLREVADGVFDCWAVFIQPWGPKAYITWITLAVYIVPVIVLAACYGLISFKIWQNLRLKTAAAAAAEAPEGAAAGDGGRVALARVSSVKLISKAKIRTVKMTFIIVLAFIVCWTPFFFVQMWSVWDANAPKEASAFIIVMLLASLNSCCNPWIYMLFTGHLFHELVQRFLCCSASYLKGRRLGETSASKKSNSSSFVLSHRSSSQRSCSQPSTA
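Material: human OTR in CHO cells. Compound: 3.0 µM, one dose. Timing: compound 6 min at room temperature before oxytocin, 100 s read. Evaluation: % activation of max/min ratio relative to oxytocin controls. Replication: single well per compound, singlicate. Signal: Fluo-8 calcium dye fluorescence.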
* = called active by the depositor; / = not tested or not shown.

SMILES | CHRM1 antagonist | CHO-K1 Ca PAM | CHO-K1 Ca antag | M1 ag parental | TAAR1 agonist | CHO parental Ca | M1 ag | TAAR1 antag | OXTR potentiate
O=C(Nc1ccccc1F)NC1CCCCCCC1 | 19 | -13 | 1 | 0.3 | -2 | -8 | -3 | -30 | -3
Cc1ccc(C)c(COC(=O)CCN=C2NS(=O)(=O)c3ccccc32)c1 | 1 | 5 | -2 | 2.9 | 7 | -16 | 0 | -10 | -9
CCc1ccc(/C=C(\C)C(=O)c2c(C)cc(C)[nH]c2=O)cc1 | -5 | -12 | -11 | 0.6 | 3 | -3 | -9 | -12 | -3
NS(=O)(=O)c1cccc(NC(=O)c2cccc(-c3ccc(O)cc3)c2)c1 | 2 | -8 | 13 | 0.0 | -3 | 13 | -4 | 18 | -3
NNC(=S)Nc1ccc(C(F)(F)F)cc1Cl | -9 | 10 | -10 | -0.2 | 4 | -10 | -3 | -31 | -4
O=C(Cc1cccs1)N1CCN(c2nc(-c3ccc(Cl)cc3)cs2)CC1 | 26 | -3 | 7 | 3.3 | / | -22 | -2 | / | -8
CC(C)Sc1nc2ccc(Br)cc2[nH]1 | -8 | 14 | -10 | 1.0 | -1 | -5 | -7 | 6 | 1
CCN1CCN(C(=O)NC(c2ccc(C)c(F)c2)C(Cl)Cl)CC1 (stereo not given) | 2 | -11 | 3 | 0.1 | 11 | 1 | -9 | 5 | -6
Cc1ccc(S(=O)(=O)N2CCCc3ccccc32)cc1 | -1 | -14 | 16 | -0.6 | 1 | / | -2 | -20 | /
O=C(/C=C/Nc1ccc([N+](=O)[O-])cc1)c1ccc(Br)cc1 | -4 | 1 | 0 | 0.1 | 4 | -19 | -5 | -26 | -6
C=CCN(CC=C)C(=O)Nc1cc(Cl)ccc1OC | -2 | 23 | -8 | -0.3 | -3 | 1 | -8 | 8 | 2
COCCN1CCN(Cc2cn(C)nc2-c2cccc(Cl)c2)CC1 | -8 | 12 | -6 | -0.3 | 4 | -20 | -9 | 7 | -15
O=C(Nc1cccc(Cl)c1)N(CCN1CCOCC1)Cc1cccc(Cl)c1 | 24 | -14 | 15 | 6.9 | 9 | -19 | -3 | 12 | -11
Cc1noc(C)c1C(=O)Nc1nc2ccc(F)cc2s1 | 3 | 4 | -5 | 0.3 | 5 | -1 | -4 | 7 | 1
CS(=O)(=O)n1nc(NCc2cccs2)nc1NCc1cccs1 | -7 | 13 | 7 | -0.2 | 0 | -12 | -10 | 14 | 3
COc1ccccc1NC(=O)c1sc2ncn(Cc3cccc4ccccc34)c(=O)c2c1C | 2 | 16 | 4 | 0.4 | 1 | -17 | -6 | -17 | 0
CC(C)(C)c1ccc(-c2noc(CCC(N)=O)n2)cc1 | 13 | -8 | -5 | 0.6 | 10 | 0 | -4 | 6 | -2
CC1CCN(C(=O)Cn2c(=O)c3cccn3c3ccccc32)CC1 | -14 | 17 | -31 | 1.2 | 3 | -14 | -2 | -9 | 2
CCOC(=O)c1c(C)[nH]c(N=Nc2cc(C(=O)O)cc(C(=O)O)c2)c1C | -14 | 15 | -17 | 0.0 | -2 | -6 | -1 | 19 | 0
NC(=O)NC(=O)COC(=O)c1ccc(OC(F)F)cc1 | -12 | 18 | -7 | 0.0 | 0 | 4 | -4 | -2 | 5
CCOC(=O)[C@H]1[C@H]2COc3ccc(Cl)cc3[C@@H]2N2C(=O)c3cc(Cl)ccc3NC(=O)[C@@]12C | -12 | -1 | -5 | -0.2 | 10 | 0 | 3 | 6 | -7
COc1ccc(NC(=O)N(C)[C@H]2C[C@H]3c4[nH]c5ccc(-c6ccc(OC)cc6)cc5c4CCN3C(=O)[C@H]2[C@H](C)O)cc1 | 1 | 3 | -2 | 0.5 | 3 | / | -3 | 33 | /
COc1ccc(Oc2cc(C(F)(F)F)cnc2C(N)=O)cc1 | 0 | 12 | -8 | 1.0 | 14 | -2 | -5 | -11 | -6
Cc1nc(SCC(=O)Nc2ccc(S(=O)(=O)N3CCOCC3)cc2)c2c(C)c(C)sc2n1 | 12 | -20 | 3 | 0.1 | 1 | -17 | 1 | -1 | -6
C=CCC1=C/C(=C\c2c(N)n3nc(CC(=O)N4CCCC4)sc3nc2=O)C=C(OC)C1=O | 0 | 7 | 5 | 4.6 | 5 | -3 | -2 | -7 | -8
New compounds follow
SMILES | CHRM1 antagonist | CHO-K1 Ca PAM | CHO-K1 Ca antag | M1 ag parental | TAAR1 agonist | CHO parental Ca | M1 ag | TAAR1 antag | OXTR potentiate
CC1C=CC(C)C(C(=O)O)C1C(=O)O (stereo not given) | -17 | 19 | -5 | 1.1 | 3 | -5 | -2 | 12 | -2
Cc1nc(COC(=O)c2c(C)nn(-c3ccccc3)c2C)cs1 | -10 | 1 | 5 | 0.4 | 4 | -27 | -4 | -4 | -16
COc1ccc(OC)c(NC(=O)c2cc(-c3c(C)cc(C)cc3O)n[nH]2)c1 | 0 | -6 | 10 | 1.2 | -1 | -11 | -5 | 8 | -4
COc1cccc2cc(/C(=N/O)c3ccccc3)oc12 | -3 | -22 | 18 | -0.5 | -1 | -9 | -1 | 12 | -1
CCC(c1nnc(SCC(=O)Nc2cccc(S(N)(=O)=O)c2)n1-c1ccc(OC)cc1)N(C)C (stereo not given) | -4 | -3 | -14 | 0.6 | 0 | 4 | -4 | -14 | 2
CC(Cc1ccsc1)NC(=O)CCc1nnc(COc2ccccc2)o1 (stereo not given) | -9 | 19 | -15 | 0.9 | 0 | -3 | -6 | 9 | -1
C(=N\Nc1nc(N2CCCC2)nc(N2CCCC2)n1)/c1ccccc1OCc1ccccc1 | -15 | 10 | -12 | 0.1 | -1 | -20 | -8 | 4 | -24
CCOC(=O)c1sc2nc(-c3ccco3)c3c(c2c1N)CC(C)(C)OC3 | -1 | -10 | 0 | -0.8 | 4 | -6 | -8 | -12 | -6
O=C(CSc1nnc(CNC(=O)c2ccccc2)o1)NCc1ccco1 | -8 | 10 | -5 | 1.1 | 0 | -2 | -2 | -21 | -4
Cc1ccc(NC(=O)Cn2ncn3c(cc4ccccc43)c2=O)cc1F | 9 | -21 | 7 | -0.1 | 5 | -13 | -1 | -20 | -7
CC1CCN(C(=O)c2ccc(COc3ccccc3Cl)o2)CC1 | 0 | 16 | -4 | 0.0 | 3 | -26 | -5 | -6 | -11
COc1cc(Cl)c(NS(=O)(=O)c2ccc(-c3ccc(=O)[nH]n3)o2)c(OC)c1 | 5 | 8 | -13 | 0.8 | 2 | -10 | -2 | -11 | -8
CCn1c2ccccc2c2cc(NC(=O)c3ccccc3-c3ccccc3C(=O)O)ccc21 | -8 | 3 | -6 | -0.1 | -1 | -10 | -7 | 2 | -9
CCOC(=O)CNc1c(-c2ccc(Cl)cc2)nc2cnccn12 | -10 | 21 | -28 | 0.7 | 0 | -25 | -4 | -10 | -3
Cc1nn(CCC(=O)NNC(=S)Nc2ccc(F)cc2)c(C)c1Br | -5 | 16 | -8 | 0.3 | 2 | -14 | -6 | -11 | -2
O=C(N/N=C\C=C\c1ccco1)c1cc(-c2ccc3ccccc3c2)n[nH]1 | -3 | 31 | -13 | 0.0 | 2 | -4 | -1 | 5 | -6
COC(=O)c1nnn(-c2ccccc2)c1N | -13 | 9 | 1 | 0.6 | 13 | -2 | -2 | 8 | -7
Nn1c(SCC(=O)NCC2CCCO2)nnc1-c1ccco1 (stereo not given) | 11 | 9 | -8 | 0.3 | 4 | -1 | -1 | -6 | 5
Cc1ccc(-c2ccnc3nc(Sc4ncc(C(F)(F)F)cc4Cl)nn23)cc1 | -1 | 31 | -14 | -0.9 | -3 | -52 | -8 | -10 | -9
O=C(c1cccc(C(F)(F)F)c1)C1CCCN(C(=O)C2CCOCC2)C1 (stereo not given) | -14 | -23 | 15 | 0.5 | 1 | -10 | -6 | -16 | -4
O=S(=O)(Nc1cccc(S(=O)(=O)N2CCCC2)c1)c1ccc(Br)cc1 | -15 | 18 | -12 | 2.5 | 2 | / | -1 | -4 | /
Cc1cc(C)nc(SCC(=O)Nc2ncc(C(F)(F)F)cc2Cl)n1 | 2 | 23 | -16 | 2.8 | -1 | -5 | -3 | 18 | -8
CC(C)Oc1cccc(C(=O)Nc2nnc([C@H]3C[C@H](O)[C@@H](CO)O3)s2)c1 | -14 | 1 | -4 | 0.0 | 1 | / | 0 | 6 | /
Cc1cc(C)nc(SCc2nnc(SCC(=O)Nc3cc(C(F)(F)F)ccc3Cl)o2)n1 | -14 | 10 | -21 | 0.5 | 24 | -16 | -5 | -8 | -2
CC(C)=CC/C=C1\CCC(C(=O)O)C(C(=O)O)C1 (stereo not given) | -12 | -11 | -7 | 0.0 | -3 | 3 | -5 | -6 | -8
Other results follow.
SMILES | CHRM1 antagonist | CHO-K1 Ca PAM | CHO-K1 Ca antag | M1 ag parental | TAAR1 agonist | CHO parental Ca | M1 ag | TAAR1 antag | OXTR potentiate
CCCCNC(=O)c1ccc(CS(=O)(=O)c2ccccc2OC)o1 | -5 | 12 | -2 | 0.3 | 2 | -10 | -3 | -13 | -10
CCn1nnc(-c2ccccc2NC(=O)c2ccc(-n3cnnn3)cc2)n1 | -2 | 0 | 2 | -0.1 | 7 | -5 | -2 | -3 | -7
COC(=O)c1ccccc1Sc1c(/C=N/OCc2ccc(Cl)cc2)c(C(F)(F)F)nn1C | 6 | 10 | 4 | 0.2 | 1 | -7 | -1 | 8 | -9
Cc1cc(/C=C(\C#N)C(=O)OCC(=O)NC(=O)NC(C)(C)C)c(C)n1CCC(C)C | 5 | 9 | 0 | -0.1 | -3 | -20 | -5 | 6 | -11
Clc1ccc(C2=Nn3c(nnc3-c3n[nH]c4c3CCC4)SC2)cc1Cl | 23 | 21 | -1 | -0.1 | 31 | -31 | -6 | 4 | -4
Cc1ccc(-c2cc(-c3ccccc3Cl)c(C#N)c(N)n2)o1 | 1 | -10 | 20 | 0.1 | 10 | -2 | -1 | 21 | -11
CCOc1ccc(/C=N/NC(=S)NC2CC3CC2C2C=CCC32)cc1 (stereo not given) | -13 | 20 | -10 | 0.2 | 3 | -19 | -7 | -28 | -14
CCOC(=O)C(C(=O)OCC)C(C)C#CCN1CCCCC1 (stereo not given) | 10 | 4 | -10 | 0.1 | 0 | -5 | -5 | -7 | -7
CCOc1ncccc1C(=O)N=c1sccn1C | 0 | 8 | -8 | -0.2 | -1 | -2 | -2 | -10 | 0

Given with values under each structure: entries from further up
The line under a structure holds: CHRM1 antagonist, CHO-K1 Ca PAM, CHO-K1 Ca antag, M1 ag parental, TAAR1 agonist, CHO parental Ca, M1 ag, TAAR1 antag, OXTR potentiate
CCOc1ncccc1C(=O)N=c1sccn1C
 : 0, 8, -8, -0.2, -1, -2, -2, -10, 0
CCOC(=O)C(C(=O)OCC)C(C)C#CCN1CCCCC1 (stereo not given)
 : 10, 4, -10, 0.1, 0, -5, -5, -7, -7
